Bioassay records from PubChem.
Lmaj promast: inhibitors of Leishmania major promastigote growth; hit rate 9% among 200,000; Leishmania major promastigotes, resazurin fluorescence viability; inhibition, % at 10 µM; in the data active = inhibition above about 50%;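 also: promastigotes grown with compound for 44 hours at 28 °C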
TNAP inh no acc: TNAP (human) inhibition, acceptor-free conditions | P05186 | purified TNAP, CDP-star luminescence, 30 min | inhibition, % at 20 µM | hit rate 0.26% among 200,000 | AID 1012;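 active = tissue-nonspecific alkaline phosphatase inhibition above about 50% at 20 µM in the single-dose screen, limit read from the data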;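 also: 0% = DMSO negative control and 100% = EDTA positive control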
Target sequence (P05186 whole entry, looked up): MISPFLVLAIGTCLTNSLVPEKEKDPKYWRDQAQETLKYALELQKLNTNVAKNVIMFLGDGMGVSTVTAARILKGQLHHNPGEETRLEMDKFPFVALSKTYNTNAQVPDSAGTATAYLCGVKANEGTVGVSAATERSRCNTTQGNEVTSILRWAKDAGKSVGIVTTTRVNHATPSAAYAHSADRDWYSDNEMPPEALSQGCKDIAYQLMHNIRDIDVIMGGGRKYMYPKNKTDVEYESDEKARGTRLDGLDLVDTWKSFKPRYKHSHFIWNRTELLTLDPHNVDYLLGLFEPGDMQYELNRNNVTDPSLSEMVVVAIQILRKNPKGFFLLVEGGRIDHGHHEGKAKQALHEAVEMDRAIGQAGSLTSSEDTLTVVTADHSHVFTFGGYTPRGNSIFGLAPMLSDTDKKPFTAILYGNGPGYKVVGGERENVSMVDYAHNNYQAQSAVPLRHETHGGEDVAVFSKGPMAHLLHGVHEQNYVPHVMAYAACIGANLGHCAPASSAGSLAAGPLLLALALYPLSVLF
bIAP activator: increases bovine intestinal alkaline phosphatase activity. purified bovine IAP, CDP-star luminescence, 30 min; hits give high values; fold of DMSO-control signal, blank-subtracted. activation factor at 20 µM. hit rate 0.17% among 200,000;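 active = activation factor of 2 or more at 20 µM, a signal rise over negative controls twice the positive control's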
Diaph act CS: diaphorase activation or chemical reduction counter-screen; Diaphorase/resazurin coupled assay, resorufin fluorescence, 16 min; hits give high values; 1 = vehicle wells, 0 = NADH-free wells; activation factor at 20 µM; hit rate 0.005% among 190,000;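 active = diaphorase activity raised at least twofold by the compound at 20 µM; inactive = activation factor below 2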
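Assay system: Purified diaphorase enzyme from Clostridium kluyveri | Amount: Enzyme 0.07 U/mL final | Dosing: Compound 20 µM once, DMSO 1% | Timing: 16 min reaction at room temperature | Detection: Fluorescence, excitation 544 nm and emission 590 nm | Evaluation: Higher resorufin formation from activation or reduction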
TNAP inh hiacc: TNAP (human) inhibition, high acceptor | P05186 | purified TNAP, CDP-star luminescence, 1 M DEA | inhibition, % at 20 µM | hit rate 0.03% among 200,000 | AID 1135;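 active = over 50% inhibition of tissue-nonspecific alkaline phosphatase at 20 µM in the single-dose screen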;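 also: plate controls were DMSO wells for no effect and EDTA-quenched wells as full inhibition for full effect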
PMI activator: phosphomannose isomerase (human) activation; P34949; purified human PMI, coupled resazurin fluorescence, 20 min; hits give high values; 1 = vehicle control, 0 substrate-free wells; activation factor at 20 µM; hit rate 0.005% among 190,000;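 active = activation factor of 2 or more at 20 µM, relative to plate controls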
Target sequence (P34949 whole entry, looked up): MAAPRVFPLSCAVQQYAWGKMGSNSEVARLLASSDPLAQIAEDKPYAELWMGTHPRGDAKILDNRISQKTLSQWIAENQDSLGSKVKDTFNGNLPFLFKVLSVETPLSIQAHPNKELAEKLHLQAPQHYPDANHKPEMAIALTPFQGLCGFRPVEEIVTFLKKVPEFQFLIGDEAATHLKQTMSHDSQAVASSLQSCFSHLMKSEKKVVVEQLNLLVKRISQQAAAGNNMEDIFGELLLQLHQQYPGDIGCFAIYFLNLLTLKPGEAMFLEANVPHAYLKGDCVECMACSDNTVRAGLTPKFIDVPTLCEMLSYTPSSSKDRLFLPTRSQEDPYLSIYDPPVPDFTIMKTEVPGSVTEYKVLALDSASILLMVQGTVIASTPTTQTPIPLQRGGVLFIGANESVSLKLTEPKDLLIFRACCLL
bIAP inhibitor: intestinal alkaline phosphatase (bovine) inhibition. purified bovine IAP, CDP-star luminescence, 30 min. inhibition, % at 20 µM. 190,000 tested, under 10 active;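 active = over 50% inhibition of intestinal alkaline phosphatase at 20 µM in the single-dose screen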
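Incubation: 30 min reaction at room temperature / Material: purified bovine intestinal alkaline phosphatase (IAP) enzyme / Input: enzyme at 1/65,000,000 dilution / Dosing: 20 µM single dose / Signal: CDP-star luminescence signal / Reagent: CDP-star chemiluminescent phosphatase substrate, 30 µM final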
TNAP act hiacc: TNAP (human) activation, high acceptor; activation factor at 20 µM; purified TNAP, CDP-star luminescence, 1 M DEA, 30 min; hits give high values; 0 = EDTA background, 1 = DMSO-only activity; P05186; AID 1136; 200,000 tested, under 10 active;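 active = activation factor at least 2 at 20 µM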
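Control set: EDTA negative control, DMSO positive control / Assay system: human TNAP / Quantity: TNAP 1/800 final / Evaluation: TNAP activation factor scaled between EDTA and DMSO control wells / Measured by: luminescent substrate turnover signal / Compound dosing: one dose, 20 µM / Times: 30 min enzyme reaction at room temperature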
PMI act satM6P: activators of human phosphomannose isomerase at near-saturating mannose 6-phosphate; coupled PMI enzyme assay, resazurin fluorescence, 20 min; hits give high values; 1 = untreated enzyme, 0 = substrate-free blank; activation factor at 20 µM; hit rate 0.34% among 190,000;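 active = activation factor of 2 or more at 20 µM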
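Material: human phosphomannose isomerase with PGI, G6PDH, diaphorase coupling enzymes; amount: PMI at 15 ng/mL final; also added: Mannose-6-phosphate 1.0 mM (near-saturating) plus 0.22 mM NADP+; incubation: enzyme reaction with compound 20 min at room temperature; signal: resorufin fluorescence (Ex 544/Em 590 nm) from resazurin via diaphorase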
Diaph inh CS: diaphorase inhibition or chemical oxidation counter-screen; diaphorase resazurin-to-resorufin fluorescence, NADH, 16 min; bacterial (C. kluyveri) enzyme, not human; inhibition, % at 20 µM; hit rate 0.69% among 190,000; AID 1217;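 active = primary screen inhibition at 20 µM above a set limit, cut at about 50% in these data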;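 also: plate controls were DMSO with full reaction for no effect and wells lacking NADH for full effect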
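material = Clostridium kluyveri diaphorase enzyme | amount = 0.14 U/mL diaphorase, enzyme working solution | schedule = incubation 16 min, room temperature | detection = fluorescence of resorufin formed from resazurin, Ex 544/Em 590 nm | benchmarks = positive control minus NADH, DMSO neutral control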
Numbers without * were called inactive; x = not tested or not shown.

SMILES	Lmaj promast	TNAP inh no acc	bIAP activator	Diaph act CS	TNAP inh hiacc	PMI activator	bIAP inhibitor	TNAP act hiacc	PMI act satM6P	Diaph inh CS
COc1ccc(-c2noc(C3CCCN(S(=O)(=O)c4cccc(Cl)c4)C3)n2)cc1OC (configuration not stated)	16	-4	0.7	0.8	-9	0.9	27	1.1	1	17
CCOC(=O)c1nn(-c2ccc(Cl)cc2)c2nc(CC)c(C#N)c(=O)n12	-9	-15	0.8	0.9	-4	1	24	1	1	8
Cc1ccc2c(c1)C(C)(C)[C@]1(C)NC(=O)CCN21	-5	-6	1	1.1	-2	1	-1	1	1	-9
O=C1CC(N2CCN(Cc3ccc4c(c3)OCO4)CC2)C(=O)N1c1cccc2ccccc12 (configuration not stated)	62*	-11	1	x	-5	x	0	1	x	x
O=S(=O)(c1cccc(NC(=S)N2CCN(c3ccccc3)CC2)c1)C(F)F	-2	-13	1.1	0.8	-2	0.9	-8	1	1	15
CC1=CCn2c(=O)c3ccccc3c(=O)n2C1	-5	-8	1	0.9	-2	1	-3	1	1	6
C1CN(c2nc3nonc3nc2N2CCOCC2)CCO1	x	-5	0.9	0.9	-2	1	5	1	0.9	12
COc1cc(C(=O)OCC(C)=O)cc(NC(=O)c2ccco2)c1OC	-3	0	1	0.8	-4	0.9	1	1	0.8	15
Cc1ccc(S(=O)(=O)N(C)CC(=O)OCC(=O)N2CCN(c3ccccc3)CC2)cc1	35	-13	0.7	0.8	-1	0.9	33	1	0.9	15
O=C(CCN1C(=O)c2ccccc2C1=O)C1=NN[C@@H]2C(=O)N(c3cccc(Cl)c3)C(=O)[C@H]12	-7	-3	0.8	0.9	0	0.9	21	1	1	13
COc1cc(C)ccc1S(=O)(=O)n1nc(C)cc1C	2	-8	0.8	0.9	-3	0.9	19	1	1	13
Fc1ccc(-n2c(Cn3nnc4ccccc43)n[nH]c2=S)cc1	-2	-9	1.1	0.9	-4	1	-6	1	1	12
Cc1cc(C)cc(NC(=O)CN2CCc3ccccc3C2)c1	-1	-6	1	0.9	-1	0.9	4	1	1	13
Cn1/c(=N/N=C/c2ccc(Cl)c([N+](=O)[O-])c2)sc2ccccc21	2	-1	1	1.2	2	1.1	5	1	1.1	-16
O=C(/C=C\NCC(=O)c1ccccc1)c1ccc2ccccc2c1	-4	-11	1	0.9	7	1.5	-2	0.9	1.8	12
C/C(=C\C(=O)c1ccc(Cl)cc1)Nc1ccc(N2CCOCC2)cc1	-2	-14	0.9	0.9	-2	0.9	14	1	0.9	11
Cc1ccc(C(=O)Nc2cc([N+](=O)[O-])ccc2F)s1	4	-10	0.9	0.8	-6	1	14	1.1	0.9	17
C/C(=N\NC(=O)Cn1c(C)nc2ccccc21)c1cccs1	38	-21	1	1	-4	1	-2	1	0.9	0
C/C(=N\Nc1ccc(F)cc1F)c1ccc(N2CCOCC2)cc1	-9	-13	1.1	0.8	-4	1.6	-6	1	2.4*	16
O=C(CN1CCOCC1)Nc1cc(Cl)ccc1Cl	-1	-14	1	1	-6	1	1	1.1	1	2
COCC(=O)n1cc(C(=O)OC)c2ccccc21	-3	-10	1	0.9	-4	1	5	1	1	12
COc1ccc(C(=O)NCc2nnc(SC)n2Cc2ccccc2)cc1	2	-5	1	0.9	-3	0.9	3	1	0.9	7
CN1CCN(Cc2cc(COCc3ccccc3)c3cccnc3c2O)CC1	100*	-11	1.4	0.6	-7	0.6	-41	1.1	0.9	37
O=C(c1ccccn1)N1CCN(S(=O)(=O)c2ccc(F)cc2)CC1	-3	-7	1.2	1	2	1.1	-23	1	1	-2
COc1ccc(CNC(=O)c2ccc3nccnc3c2)cc1	-3	-13	0.9	1	-5	1	9	1.1	1	3

Grouped by structure: the entries above with a thiophene ring, fused or not
SMILES	Lmaj promast	TNAP inh no acc	bIAP activator	Diaph act CS	TNAP inh hiacc	PMI activator	bIAP inhibitor	TNAP act hiacc	PMI act satM6P	Diaph inh CS
Cc1ccc(C(=O)Nc2cc([N+](=O)[O-])ccc2F)s1	4	-10	0.9	0.8	-6	1	14	1.1	0.9	17
C/C(=N\NC(=O)Cn1c(C)nc2ccccc21)c1cccs1	38	-21	1	1	-4	1	-2	1	0.9	0

The listing continues.
SMILES	Lmaj promast	TNAP inh no acc	bIAP activator	Diaph act CS	TNAP inh hiacc	PMI activator	bIAP inhibitor	TNAP act hiacc	PMI act satM6P	Diaph inh CS
CCOC(=O)CC(NS(=O)(=O)c1ccc(OC)c(C)c1)c1cccc([N+](=O)[O-])c1 (configuration not stated)	11	-9	1	0.9	-1	0.8	5	1	0.9	14
Cc1cc(=O)oc(C)c1C(=O)NCCC(C)C	0	-2	0.9	0.9	-4	0.9	9	1	0.9	8
CCCn1cc2c(c1-c1cccc(C)c1)c(=O)n(C)c(=O)n2C	-4	-11	0.9	1	-2	1	9	1	1.1	2
CSc1nc(SCC(=O)NCc2ccco2)c2c3c(sc2n1)COC(C)(C)C3	-1	-8	1	0.6	-5	1	5	1	0.9	39
CC(C)(C)n1nc2c(c1NC(=O)c1ccc(Br)cc1)CS(=O)C2 (configuration not stated)	1	-13	1	1	-5	1.1	-4	1.1	1.1	3
O=S(=O)(c1ccc(Cl)cc1)N1CCN(c2ccc(N3CCOCC3)nn2)CC1	1	-15	1	0.9	-6	1	-1	1.1	1	9
Cc1cc(C)c(C)c(S(=O)(=O)N2C(=S)NC(=O)C2C(C)C)c1C (configuration not stated)	5	-5	0.9	0.9	-1	0.9	11	1	1	7
CC1CCN(C(=O)CN(c2ccc(Oc3ccccc3)cc2)S(C)(=O)=O)CC1	6	-13	0.9	0.9	-1	0.9	9	1	0.9	6
O=C(C[n+]1ccccc1)N/N=C/c1ccc(O)cc1	-7	-5	0.9	1	-8	0.8	7	1.1	0.7	3
COc1cc(OC)cc(C(=O)N2CCC(n3c(C)nc4cc(F)ccc43)CC2)c1	8	-12	1.1	1.1	-9	1	-11	1.1	1.1	-5
O=c1c2ccccc2nc2c3ccccc3c(NCc3ccccn3)nn12	7	-13	1.2	0.8	-1	1	-18	1	1	17
O=C(OCC(=O)c1ccc[nH]1)c1ccccc1	4	-16	1.1	1	-3	1	-15	1	0.9	3
O=C(Cn1cc2c(n1)CCCC2)Nc1ccccc1Cl	-11	-12	0.9	0.9	-2	0.6	12	1	1	9
Cc1cc(NC(=O)CSc2nc3ccccc3c(=O)n2C(C)c2ccccc2)no1 (configuration not stated)	21	-10	1	0.9	-6	1	3	1.1	1	10
O=C(CSCc1ccc(Cl)cc1)Nc1ccc2c(c1)OCO2	-4	-8	0.9	0.9	-4	0.9	7	1	1	9
CCSc1nc2c(c(=O)[nH]c(=O)n2C)n1C	-3	-11	1	0.9	-5	0.9	1	1.1	0.9	13
COCCCNC(=O)CCc1ccccc1	9	-9	1	1	-4	1	-4	1	1.1	4
O=C(O)Cc1ccc(NC(=O)C2CC=CCC2C(=O)O)cc1 (configuration not stated)	-7	-12	1	0.8	-6	1	0	1.1	0.9	19
Cc1sc(NC(=O)CSc2nc(O)cc(=O)[nH]2)nc1-c1ccccc1	-7	-28	1.1	0.6	-3	0.9	-9	1	0.8	38
N#CCCN(C(=O)Nc1ccccc1)c1ccccc1	-2	-4	0.9	0.9	0	0.9	11	1	0.9	12
COc1ccc(N(C)C(=O)CCS(=O)(=O)c2cccc3nonc23)c(OC)c1	-5	-9	0.9	1	-4	1	5	1	1	3
CCC(C)NC(=O)CNC(=O)Cn1c(C)cc2ccccc2c1=O (configuration not stated)	-7	-13	0.9	0.8	-6	0.8	9	1.1	0.8	20
O=C(CSCc1ccc(Cl)cc1)Nc1ccc(-c2nnc(-c3ccccc3)o2)cc1	-5	-1	0.9	1	1	1	14	1	1.1	2
CCOC(=O)CSc1nnc(CSc2nc(C)cc(C)n2)n1Cc1ccco1	-6	-13	1.1	1	-4	1	-5	1	1	2
COCC1CCN(C(=O)CCc2nnc(CCCCc3ccccc3)o2)CC1	-5	-10	1	1	-6	0.9	-2	1.1	1	4
The results go on.
SMILES	Lmaj promast	TNAP inh no acc	bIAP activator	Diaph act CS	TNAP inh hiacc	PMI activator	bIAP inhibitor	TNAP act hiacc	PMI act satM6P	Diaph inh CS
Cc1cc(C)nc(Nc2ncc(O)n2-c2ccc(C)c(Cl)c2)n1	-3	-19	1.3	1	-4	1	-29	1	1	-3
CCOC(=O)Cc1csc(/N=C/c2c(O)n(-c3ccc(C)c(C)c3)c(=O)c3ccccc23)n1	-5	-4	1	0.9	14	1	3	0.9	1	6
CC(C)C(C)(C#N)NC(=O)CSc1nc2scc(-c3ccco3)c2c(=O)n1-c1ccccc1 (configuration not stated)	-7	-5	1.1	0.6	-4	1.1	-6	1	1	36
CC(C)CC(NC(=O)OC(C)(C)C)C(=O)NCc1ccccc1 (configuration not stated)	5	-10	1	0.9	-1	1	4	1	1	6
CC(=O)N1C(=O)C2(C(C#N)=C(N)Oc3n[nH]c(-c4ccccn4)c32)c2ccccc21 (configuration not stated)	-1	-19	1	0.8	-1	0.8	-4	1	0.9	17
CSc1nc(-c2ccccc2)c2cc(Cl)ccc2n1	-2	-8	0.9	0.9	4	0.9	12	1	1	6

Shown as a hit in PMI act satM6P, of those listed so far:
SMILES | TNAP inh no acc | bIAP activator | TNAP inh hiacc | PMI activator | bIAP inhibitor | TNAP act hiacc | PMI act satM6P
C/C(=N\Nc1ccc(F)cc1F)c1ccc(N2CCOCC2)cc1 | -13 | 1.1 | -4 | 1.6 | -6 | 1 | 2.4*

Part of the list above, reduced to TNAP inh hiacc, bIAP inhibitor and TNAP inh no acc.
Molecule,TNAP inh hiacc,bIAP inhibitor,TNAP inh no acc
CCOC(=O)Cc1csc(/N=C/c2c(O)n(-c3ccc(C)c(C)c3)c(=O)c3ccccc23)n1,14,3,-4
CC(C)C(C)(C#N)NC(=O)CSc1nc2scc(-c3ccco3)c2c(=O)n1-c1ccccc1 (configuration not stated),-4,-6,-5
CC(C)CC(NC(=O)OC(C)(C)C)C(=O)NCc1ccccc1 (configuration not stated),-1,4,-10
